Rin1-Abl PPI inh: inhibitors of Rin1-Abl protein binding, primary screen, biochemical, TR-FRET. Tyrosine-protein kinase ABL1 (Homo sapiens) + Ras and Rab interactor 1 (Homo sapiens), …. hit rate 0.4% among 360,000. inhibition, % at 7.35 µM; in the data active means inhibition above about 5%, passing the limit was not always enough
CSN deneddyl inh: inhibitors of CSN-mediated cullin deneddylation, primary screen, biochemical, fluorescence polarization, uHTS; COP9 signalosome complex subunit 5 (Homo sapiens), Q92905; Purified CSN, SCF-Nedd8-OG deneddylation; inhibition, % at 12.5 µM; hit rate 0.38% among 360,000;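 active means pattern-corrected inhibition above about 35%, with an unprinted fluorescence ratio check between 0.5 and 1.5, limit read from the data, passing the limit was not always enough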;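 further: 0% = enzyme with substrate and 100% = substrate without enzyme; some results filed as inactive read as strong as hits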
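Assay system: HEK293T-derived human Csn5 enzyme; quantity: 0.24 nM enzyme; medium: Tris/NaCl/DTT buffer, pH 7.5; also added: substrate SCFSkp2-Nedd8OG, 10 nM; doses: 12.5 µM compound; schedule: 90 min reaction at room temperature; signal: FP; read-out: % inhibition of substrate cleavage by Csn5; benchmarks: substrate-only high control, full reaction low control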
MT1-MMP act inh: blockers of MT1-MMP proenzyme processing, primary screen, HT1080 RFP-PRO-GFP cells, GFP/RFP fluorescence; Matrix metalloproteinase-14 (Homo sapiens), P50281; GFP/RFP ratio fluorescence, overnight; percent of plate control window, DMSO zero; GFP/RFP ratio change, % at 20 µM; hit rate 0.061% among 360,000; AID 651647, 2012;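 active means GFP/RFP ratio change of at least 30% with cell ATP level not reduced by more than half and red fluorescence within 50% of control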; further: strong numbers were not always called active
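Material – HT1080 RFP-PRO-GFP cells · Control set – DMSO wells and RFP-L50D-GFP cells · Incubation – overnight cell settling, then overnight compound exposure, 37 °C, 5% CO2 · Compound dosing – single-point 20 µM compound, 1% DMSO · Read-out – GFP/RFP fluorescence ratio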
MLLE-PAM2 inh: inhibitors of PABP1 MLLE–PAM2 peptide binding, primary screen, biochemical, fluorescence polarization, FITC-PAM2, GST-MLLE | inhibition, % at 20 µM | hit rate 0.36% among 360,000; in the data active means inhibition above about 35%, passing the limit was not always enough;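 further: plate controls were DMSO wells with GST-MLLE for no effect and wells lacking GST-MLLE protein for full effect; some results filed as inactive read as strong as hits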
SKN-1 block: suppressors of acrylamide-induced Pgst-4::GFP reporter in worms, primary screen, SKN-1 inhibitor project, whole organism, uHTS, GFP/RFP fluorescence ratio, strain VP596; hit rate 0.49% among 360,000; C. elegans VP596 Pgst-4::GFP/RFP ratio, 24 h; inhibition, % at 21.8 µM;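 active means interference check ratio from 0.5 to 1.5 plus GFP to RFP signal ratio inhibition reaching or exceeding a fixed threshold, cut at about 30% in these data, passing the limit was not always enough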; further: some compounds called inactive have numbers as strong as hits
Neddylation inh: inhibitors of cullin neddylation, primary screen, biochemical, TR-FRET, uHTS, NAE and Ubc12 | hit rate 0.58% among 360,000 | NEDD8-conjugating enzyme Ubc12 (Homo sapiens) + NEDD8-activating enzyme E1 regulatory … | calls only at 25 µM; in the data active means inhibition above about 36%
Target sequence (P61081 whole entry, looked up): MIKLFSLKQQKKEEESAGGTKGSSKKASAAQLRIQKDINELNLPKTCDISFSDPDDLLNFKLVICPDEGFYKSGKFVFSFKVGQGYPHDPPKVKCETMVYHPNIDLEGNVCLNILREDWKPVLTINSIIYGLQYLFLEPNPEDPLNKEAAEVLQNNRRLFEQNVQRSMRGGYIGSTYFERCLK
Target sequence (Q13564 whole entry, looked up): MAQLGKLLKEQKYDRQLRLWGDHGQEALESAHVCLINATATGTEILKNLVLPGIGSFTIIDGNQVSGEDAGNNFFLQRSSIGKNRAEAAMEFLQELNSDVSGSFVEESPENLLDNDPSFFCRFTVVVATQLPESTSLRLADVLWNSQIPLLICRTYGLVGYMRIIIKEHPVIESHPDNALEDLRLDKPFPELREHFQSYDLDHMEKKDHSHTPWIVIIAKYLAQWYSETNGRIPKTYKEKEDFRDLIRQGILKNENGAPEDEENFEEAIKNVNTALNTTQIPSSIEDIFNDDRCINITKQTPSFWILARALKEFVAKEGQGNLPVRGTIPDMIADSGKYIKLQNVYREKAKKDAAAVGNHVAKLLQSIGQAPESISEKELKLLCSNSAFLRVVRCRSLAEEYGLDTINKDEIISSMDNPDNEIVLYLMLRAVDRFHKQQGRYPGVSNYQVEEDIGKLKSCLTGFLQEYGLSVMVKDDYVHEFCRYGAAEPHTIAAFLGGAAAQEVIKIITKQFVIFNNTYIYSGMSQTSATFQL
FAS-TE inh: FAS thioesterase domain inhibitors, primary screen, biochemical, fluorescence intensity, uHTS; recombinant FAS-TE, OMFH fluorogenic substrate, fluorescence endpoint; Fatty acid synthase (Homo sapiens), P49327; inhibition, % at 15 µM; hit rate 0.67% among 360,000;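 active means compounds whose normalised, plate-corrected inhibition of enzyme fluorescence in the single-dose primary screen is 50% or more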;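 further: 0% = DMSO with enzyme and 100% = substrate without enzyme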
NadD block: inhibitors of S. aureus NadD, primary screen, biochemical, colorimetric, uHTS; Nicotinate-nucleotide adenylyltransferase NadD (Staphylococcus aureus N315); purified NadD enzyme, colorimetric absorbance read-out; inhibition, % at 20 µM; hit rate 0.78% among 360,000; in the data active means inhibition above about 26%; further: some compounds past the cut are filed as inactive
Rpn11 block: Rpn11 (PSMD14) deubiquitinase inhibitors, primary screen, biochemical, fluorescence polarization, uHTS | 26S proteasome non-ATPase regulatory subunit 14 (Homo sapiens), O00487 | human 26S proteasome, Ub4-pepOG fluorescence polarization; 20S core pre-blocked with epoxomicin | calls only at 20 µM | hit rate 0.59% among 360,000;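 active means inhibition at 20 µM, scaled to each plate's controls, above about 33%, limit read from the data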
Target sequence (O00487 whole entry, looked up): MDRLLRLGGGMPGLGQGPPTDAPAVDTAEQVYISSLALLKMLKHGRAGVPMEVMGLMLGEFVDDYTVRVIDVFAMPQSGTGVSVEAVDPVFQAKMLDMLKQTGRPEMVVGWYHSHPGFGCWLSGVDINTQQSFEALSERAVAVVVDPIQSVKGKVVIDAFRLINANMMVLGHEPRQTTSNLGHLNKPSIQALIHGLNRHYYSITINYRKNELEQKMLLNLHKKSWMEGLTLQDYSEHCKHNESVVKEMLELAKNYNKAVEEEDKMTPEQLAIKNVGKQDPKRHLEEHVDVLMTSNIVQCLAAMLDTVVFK
Numbers without * were called inactive; i = inactive; x = not tested or not shown; + = active, no number; & = joins results of further samples.

Order of values – FAS-TE inh | NadD block | MT1-MMP act inh | CSN deneddyl inh | MLLE-PAM2 inh | Neddylation inh | Rpn11 block | SKN-1 block | Rin1-Abl PPI inh
> CCC(C)NCCCOc1ccc(Cl)cc1C(C)(C)C (stereo not drawn)
→ -7 | -7 | -1 | -8 | 9 | i | i | 19 | -1
> COc1ccc(OCCSc2nnc(-c3cccnc3)n2N)cc1
→ -2 | -6 | 3 | -1 | -60 | i | i | 12 | 6
> Cc1ccc(C(c2sc3nc(C)nn3c2O)N2CCN(CCO)CC2)cc1 (stereo not drawn)
→ -5 | 2 | 4 | 6 | -6 | i | i | -5 | -1
> CSc1nsc(SCC(=O)Nc2ccc(OC(C)=O)cc2)n1
→ 6 | -5 | -4 | -1 | -3 | i | i | 3 | -4
> Cc1nn(Cc2cccc(C(=O)N3N=C(C(F)F)CC3(O)C(F)F)c2)c(C)c1[N+](=O)[O-] (stereo not drawn)
→ 2 | -5 | 3 | -1 | 3 | i | i | -25 | 0
> COc1ccc(NC(=O)CS(=O)CC(=O)Nc2cccc3cccnc23)cc1 (stereo not drawn)
→ -2 | 1 | -3 | 2 | 0 | i | i | 15 | 3
> O=S(=O)(Nc1ccc(Cc2ccncc2)cc1)c1ccc(Br)cc1
→ 12 | 5 | -26 | -1 | 9 | i | i | 4 | -5
> O=C(CSc1ncn(-c2ccccc2)n1)Nc1ccc2c(c1)OCO2
→ -2 | 1 | 0 | 4 | -102 | i | i | 6 | 0
> CCOc1cc(CO)cc(Br)c1OCC(=O)Nc1ccccc1C
→ 0 | 1 | 3 | -3 | 2 | i | i | -10 | 1
> Cc1ccc(NC(=O)NC2CCN(S(=O)(=O)c3ccc(F)cc3)CC2)cc1
→ 5 | 5 | -2 | -3 | -4 | i | i | 13 | 3
> CCOC(=O)c1sc(NC(=S)NC(=O)c2cccc(Cl)c2)c(C(=O)OCC)c1C
→ -2 | 8 | -9 | -3 | 20 | i | i | -4 | -4
> O=C(O)c1ccccc1-c1ccccc1C(=O)NCCCO
→ -5 | -12 | -6 | -2 | 1 | i | i | 13 | 1
> COc1ccc(Cl)cc1NC(=O)CN(C)C(=O)c1cccc2cccnc12
→ -1 | 1 | -1 | -1 | -6 | i | i | -5 | 3
> COc1cccc(NC(=O)N2CCCC2C(=O)NCc2ccc(Cl)cc2)c1 (stereo not drawn)
→ 1 | 3 | x | 3 | -5 | i | i | 3 | 2
> Cc1ccc2nc(C)/c(=N\O)c(C)nc2c1
→ -23 | -3 | -6 | -1 | -2 | i | i | -23 | -4
> Cc1cc(-c2nc(C)c(-c3nnc(SCC(=O)Nc4cc(Cl)cc(Cl)c4)n3C)s2)no1
→ -1 | 0 | -2 | 2 | -15 | i | i | -12 | 1
> O=C1CC(N2CCOCC2)C(=O)N1Cc1ccc(N2CCCC2=O)cc1 (stereo not drawn)
→ -6 | 1 | -3 | 3 | 12 | i | i | -6 | -1
> CCC(=O)Nc1ccc(C(=O)Nc2cccc(C)n2)cc1
→ -3 | 0 | 1 | 1 | 8 | i | i | -17 | -3
> CCc1[nH]nc2c1C(c1cccnc1)C(C#N)=C(N)O2 (stereo not drawn)
→ -9 | -6 | -3 | -1 | 9 | i | i | 11 | 1
> COc1ccc(C2/C(=C(/O)c3ccccc3)C(=O)C(=O)N2CCN2CCOCC2)c(OC)c1 (stereo not drawn)
→ -7 | 8 | -6 | 5 | 0 | i | i | 25 | -1
> O=C(CC[C@H]1O[C@@H](n2cnc3c(NC(=O)c4ccccc4)ncnc32)[C@H](O)[C@@H]1O)NCc1ccccn1
→ -11 | -2 | 3 | -2 | -7 | i | i | 4 | 2
> Cc1nc(NCCc2ccccc2)c2nnn(Cc3ccccc3Cl)c2n1
→ 0 | 0 | 6 | -3 | 0 | i | i | 13 | 1
> CCC(C)N(C(=O)c1csnn1)C(C(=O)NCc1ccc(F)cc1)c1ccccc1F (stereo not drawn)
→ 5 | -3 | 1 | 2 | 12 | i | i | 15 | 1
> CCCCc1ccc(Nc2ncccc2C#N)cc1
→ 15 | -1 | 2 | 1 | -2 | i | i | 11 | 1
> CCOC(=O)c1c(C)[nH]c(C(=O)Cn2c(=O)oc3ccccc32)c1C
→ -5 | -3 | 1 | 0 | 12 | i | i | -10 | -1
> CCCc1cc(C(=O)Nc2ccc(OC)cc2[N+](=O)[O-])cs1
→ 16 | -9 | 3 | 1 | 11 | i | i | 17 | 0
> CCc1cc(-c2nnn(CCC3COCCO3)c2CC)cc(CC)c1-c1cn(CCc2c[nH]c3ccccc23)nn1 (stereo not drawn)
→ 0 | -1 | 3 | 2 | -4 | i | i | 4 | 1
> CN(C)CCOC(c1ccccc1)c1ccccc1
→ -2&-3 | 1&-6 | 0&-5 | -7&-7 | -6&-9 | i | i | -6&-1 | 1&0
> Cc1cccc(C)c1NC(=O)COC(=O)C1CC(=O)N(Cc2ccccc2)C1 (stereo not drawn)
→ -2 | 1 | 3 | -4 | -6 | i | i | 6 | 0
> COc1ccccc1CNCc1cccs1
→ -7 | -8 | -6 | 10 | -2 | i | i | -14 | 0
> CCOC(=O)Cc1sc(N)nc1C
→ -9 | 1 | 1 | 0 | 2 | i | i | 4 | 1
> COC(=O)/C=c1\[nH]c2nnc(C)n2c1=O
→ -6 | 5 | 6 | 1 | 12 | x | i | 6 | -1
> CC(C)CCn1nnnc1C(c1ccc(N(C)C)cc1)N1CCN(C(=O)c2ccco2)CC1 (stereo not drawn)
→ 4 | 11 | -11 | 0 | -12 | i | i | 7 | -2
> CC(=O)c1ccc(S(=O)(=O)NC2CC(=O)N(c3ccc(C)cc3)C2)cc1 (stereo not drawn)
→ -4 | 1 | -3 | -2 | 9 | i | i | 7 | 2
> O=C(CN(CC1CCCO1)C(=O)CNS(=O)(=O)c1ccc(F)cc1)NCc1ccco1 (stereo not drawn)
→ -8 | -5 | -2 | 0 | -12 | i | i | 5 | 2
> C=C(C)CNC(=S)Nc1cccc(N)n1
→ -1 | -7 | 3 | 0 | -45 | i | i | 4 | -6
> Cc1nc(SCc2nc3ccccc3[nH]2)c2oc3ccccc3c2n1
→ 7 | 6 | 8 | 2 | -28 | i | i | -9 | -15
> CCOC(=O)c1cn2nc(SCc3ccccc3)nc2nc1C
→ 6 | -5 | 1 | 3 | -5 | i | i | -11 | 1
> C=CCn1c(Cc2ccc(OC(C)C)c(Cl)c2)nnc1SCC(N)=O
→ -1 | -5 | 4 | -2 | -28 | i | i | -16 | -4
> N#Cc1ccccc1OCC(=O)Nc1nnc(C2CC2)s1
→ -9 | -2 | -1 | -4 | 2 | i | i | -2 | 2
> Cc1nc(CCNS(=O)(=O)c2cccnc2)cs1
→ -6 | -3 | 0 | -2 | 2 | i | i | 6 | 3
> Nn1c(SCC(=O)Nc2ccc3c(c2)OCCO3)nnc1C(F)(F)F
→ -7 | 1 | 3 | -3 | -113 | i | i | -17 | 1
> COc1ccc(C=O)c(OC)c1
→ -5 | -5 | 4 | 2 | -4 | i | i | 15 | 1
> COc1ccc(C2C(C#N)=C(N)N(N(C)C)C3=C2C(=O)CC(C)(C)C3)cc1OC (stereo not drawn)
→ 1 | -3 | 1 | -1 | 6 | i | i | 10 | -1
> O=C(N/N=C/c1c[nH]c2c1ccc1ccccc12)c1ccc([N+](=O)[O-])cc1
→ -2 | 6 | 4 | -2 | -3 | i | i | 1 | -1
> O=S(=O)(Nc1ccccc1N1CCCCC1)c1cccs1
→ 15 | -3 | -2 | 1 | 3 | i | i | -9 | 3
> CC(Sc1nc(N)cc(=O)[nH]1)C(=O)N1CCOCC1 (stereo not drawn)
→ -8 | 4 | -4 | 0 | 12 | i | i | 29 | 4
> CCCCn1c(N)c(N(CC)C(=O)c2cc(CC)c(C)s2)c(=O)[nH]c1=O
→ 3 | -1 | 6 | -5 | -13 | i | i | -3 | 4
> CC(=O)NCCc1c[nH]c2ccc(OCc3ccccc3)cc12
→ -4 | -4 | 6 | -1 | -9 | i | i | -2 | -1
> CSc1ccc(/C=C2\CCn3c2nc2cc(C(=O)O)ccc2c3=O)cc1
→ 15 | 2 | 12 | 3 | -4 | + | i | 12 | 0

Full records, looked up by structure:
Entry for Cc1nc(CCNS(=O)(=O)c2cccnc2)cs1 : FAS-TE inh: -6; NadD block: -3; MT1-MMP act inh: 0; CSN deneddyl inh: -2; MLLE-PAM2 inh: 2; Neddylation inh: i; Rpn11 block: i; SKN-1 block: 6; Rin1-Abl PPI inh: 3
Entry for COc1ccc(C=O)c(OC)c1 : FAS-TE inh: -5; NadD block: -5; MT1-MMP act inh: 4; CSN deneddyl inh: 2; MLLE-PAM2 inh: -4; Neddylation inh: i; Rpn11 block: i; SKN-1 block: 15; Rin1-Abl PPI inh: 1

Neddylation inh: hit marks shown above
structure	NadD block	MT1-MMP act inh	CSN deneddyl inh	MLLE-PAM2 inh	Neddylation inh	Rpn11 block	SKN-1 block	Rin1-Abl PPI inh
CSc1ccc(/C=C2\CCn3c2nc2cc(C(=O)O)ccc2c3=O)cc1	2	12	3	-4	+	i	12	0

The listing continues.
Order of values – FAS-TE inh | NadD block | MT1-MMP act inh | CSN deneddyl inh | MLLE-PAM2 inh | Neddylation inh | Rpn11 block | SKN-1 block | Rin1-Abl PPI inh
> COc1ccc(C(C(=O)Nc2ccc(F)cc2)N2CCN(c3ccncc3)CC2)cc1 (stereo not drawn)
→ x | x | -2 | 2 | x | i | x | -12 | x
> Cc1ccc(NC(=O)NCCSc2ccc(C)cc2)cc1
→ 6 | -6 | -5 | 5 | -3 | i | i | 7 | 3
> O=C(O)C(Cc1ccccc1)N1C(=O)C2C3CCC(C3)C2C1=O (stereo not drawn)
→ -5 | 1 | -1 | 0 | 1 | i | i | -5 | 4
> CCCS(=O)(=O)c1nc(C)cc(C)c1S(C)(=O)=O
→ -3 | -5 | 2 | -9 | 12 | i | i | 8 | 4
> Cc1c(CNC(=O)C2CC2)c(-n2cccc2)n(Cc2ccccc2)c1C
→ -3 | -10 | 1 | 2 | -13 | i | i | 7 | -2
> CCc1ccccc1OCC(=O)Nc1nnc(C2CC2)s1
→ -9 | 3 | 0 | -3 | 11 | i | i | 7 | 4
> O=C(Nc1cc(-c2nc3ccccc3s2)ccc1Cl)c1ccc2c(c1)OCO2
→ 10 | 1 | -1 | -2 | -2 | i | i | 16 | 3
> CCOc1ccc(NC(=O)CSc2nccn2C)cc1
→ -6 | -6 | -4 | 2 | 14 | i | i | -2 | 2
> COCCCC1CCN(C(=O)C2CCC(=O)N(Cc3cccc(F)c3)C2)CC1 (stereo not drawn)
→ -9 | 0 | -1 | 1 | 6 | i | i | -3 | 3
> COC(=O)COc1ccc(C)cc1-n1nc2ccccc2n1
→ 2 | -12 | 14 | -7 | 24 | i | i | 0 | 8
> NS(=O)(=O)c1ccc(N=Nc2ccc(=O)[nH]c2O)cc1
→ -4 | 2 | 4 | 48 | -5 | i | i | -11 | -1
